Assay outcomes as filed in PubChem BioAssay.
LAP4-GFP MLPCN: alters LAP4-GFP fluorescence in TOR pathway yeast screen | S. cerevisiae LAP4-GFP multiplex, flow cytometry GFP, 3 h; median GFP as percent of DMSO wells | GFP response vs DMSO, % at 10 µM | 320,000 tested, 0.34% active | AID 2023;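 active = GFP response vs DMSO above a set limit, about the screen mean plus 3 SD, cut at about 150% in these data; inconclusive = under 70 cell events counted for the yeast strain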
AHR act: human AHR activation; P35869; AHR-responsive luciferase reporter cells, luminescence; activation, % at 5 µM; 320,000 tested, 2.5% active; in the data active = activation above about 47%;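 note: 0% = vehicle wells and 100% = reference agonist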
Target sequence (P35869 whole entry, looked up): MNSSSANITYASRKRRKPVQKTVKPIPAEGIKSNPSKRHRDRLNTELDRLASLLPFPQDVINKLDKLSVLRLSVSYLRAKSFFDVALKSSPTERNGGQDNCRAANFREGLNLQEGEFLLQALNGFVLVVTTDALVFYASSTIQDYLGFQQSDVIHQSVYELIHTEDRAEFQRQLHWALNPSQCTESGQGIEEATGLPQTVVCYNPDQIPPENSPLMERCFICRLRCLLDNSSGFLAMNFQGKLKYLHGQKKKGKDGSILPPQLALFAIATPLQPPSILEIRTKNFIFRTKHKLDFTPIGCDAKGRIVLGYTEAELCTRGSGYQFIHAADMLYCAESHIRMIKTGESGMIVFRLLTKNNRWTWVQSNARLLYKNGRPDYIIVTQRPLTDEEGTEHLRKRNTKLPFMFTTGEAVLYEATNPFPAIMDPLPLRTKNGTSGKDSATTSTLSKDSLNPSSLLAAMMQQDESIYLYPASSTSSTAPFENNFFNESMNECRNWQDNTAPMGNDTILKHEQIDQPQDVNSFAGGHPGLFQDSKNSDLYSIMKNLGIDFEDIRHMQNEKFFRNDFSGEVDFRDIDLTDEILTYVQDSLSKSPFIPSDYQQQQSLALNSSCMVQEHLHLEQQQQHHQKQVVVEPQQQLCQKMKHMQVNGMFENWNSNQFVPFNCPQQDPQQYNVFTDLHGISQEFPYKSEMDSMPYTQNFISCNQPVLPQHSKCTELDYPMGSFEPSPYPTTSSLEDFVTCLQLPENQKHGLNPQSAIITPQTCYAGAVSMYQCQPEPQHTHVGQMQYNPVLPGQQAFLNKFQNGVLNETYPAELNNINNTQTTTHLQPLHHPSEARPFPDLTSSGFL
Efflux pump inh: antifungal efflux pump inhibition, Nile Red retention; S. cerevisiae Candida pump triplex; inhibition, % at 10 µM; 330,000 tested, 0.44% active; AID 485275;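 active = plate passing quality check with inhibition over a set limit, or well fluorescence over plate mean plus 4 SD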;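 note: Nile Red retained in pooled yeast measured as flow cytometry median fluorescence; 0% = buffer negative control and 100% = Enniatin B positive control; higher means more Nile Red kept so more efflux inhibition; some compounds called inactive have numbers as strong as hits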
Yeast superoxide: lowers age-related superoxide in aged yeast cells | S. cerevisiae aged cells, superoxide DHE fluorescence; stronger effect = lower value | superoxide response (% of plate mean), % at 10 µM | 330,000 tested, 0.18% active | AID 2690;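 active = superoxide response under a set limit, about three screen SD below normal, cut at about 65% in these data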;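 note: yeast aged for seven days with compound at 30 °C before DHE staining; 100% = average MFI of all compound-treated wells on the plate with controls excluded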
CIT2 TOR yeast: modulators of TOR pathway CIT2-GFP in S. cerevisiae; S. cerevisiae CIT2-GFP strain, flow cytometry, 3 h; 100 means same as DMSO wells; GFP response vs DMSO, % at 10 µM; 320,000 tested, 0.065% active; AID 2029;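 active = GFP response relative to DMSO above a set limit, near the screen mean plus 3 SD, cut at about 150% in these data; inconclusive = Fewer than 70 cells measured for a yeast strain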;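 note: ratio of well median GFP fluorescence to mean of DMSO wells on the plate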
MEP2 TOR yeast: modulators of TOR pathway MEP2-GFP in S. cerevisiae; S. cerevisiae MEP2-GFP strain, flow cytometry GFP, 3 h; 100% = DMSO control level; GFP response vs DMSO, % at 10 µM; 330,000 tested, 0.51% active;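 active = GFP response versus DMSO above a set limit, roughly screen mean plus 3 SD, cut at about 180% in these data; inconclusive = fewer than 70 cells counted for a yeast strain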;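 note: median GFP fluorescence of the barcode-gated MEP2-GFP cells per well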
AGP1 TOR yeast: alters AGP1-GFP fluorescence in TOR pathway yeast screen. S. cerevisiae AGP1-GFP multiplex flow cytometry, 3 h; GFP as percent of DMSO wells. GFP response vs DMSO, % at 10 µM. 320,000 tested, 0.02% active. AID 2066;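 active = GFP response relative to DMSO above a set limit, near screen average plus 3 SD, cut at about 150% in these data; inconclusive = fewer than 70 cells counted for the yeast strain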;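 note: median GFP channel fluorescence of the gated AGP1 strain per well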
RPL19A TOR yeast: modulators of TOR pathway RPL19A-GFP in S. cerevisiae; S. cerevisiae RPL19A-GFP strain, flow cytometry, 3 h; stronger effect = lower value; percent response vs DMSO, % at 10 µM; 330,000 tested, 0.3% active; AID 2025;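 active = percent response vs DMSO below 50%; inconclusive = fewer than 70 events counted for the yeast strain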;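 note: median channel GFP fluorescence of the barcoded RPL19A-GFP strain; ratio of sample median GFP to plate DMSO average so 100% = DMSO; lower means less RPL19A-GFP as with rapamycin TOR inhibition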
* hit, by the source's call; ? = inconclusive; nt = no result given.

SMILES | LAP4-GFP MLPCN | AHR act | Efflux pump inh | Yeast superoxide | CIT2 TOR yeast | MEP2 TOR yeast | AGP1 TOR yeast | RPL19A TOR yeast
Cc1cccc(Oc2nc(-c3ccncc3)nc3ccccc23)c1 | 123 | 21 | 0.0 | 104 | 73 | 80 | 82 | 96
CCn1cnc2cc(NCc3cccc(OC)c3O)ccc21 | 95 | 13 | -0.3 | 96 | 94 | 100 | 100 | 94
Nc1nc2cc(S(=O)(=O)NC3=NCCCCC3)ccc2s1 | 106 | 0 | -0.1 | 95 | 98 | 100 | 101 | 99
COc1ccc(/C(=N\O)c2ncc(C(F)(F)F)cc2Cl)cc1 | 87 | -2 | 0.1 | 114 | 95 | 94 | 90 | 88
COc1ccc(-c2noc(CCC(=O)NC3CCN(Cc4ccccc4)CC3)n2)cc1 | 87 | 0 | 0.2 | 86 | 87 | 98 | 85 | 90
Cc1cc2c(cc1S(=O)(=O)NCc1ccccc1Cl)OCCN2C | 106 | 2 | -0.3 | 85 | 93 | 101 | 97 | 94
Cc1cccc(C(=O)OCC(=O)NN2C(=O)NC3(CCCCC3)C2=O)c1 | 104 | 1 | 0.0 | 134 | 99 | 108 | 109 | 100
Cc1nc2ccccc2n2c(O)c(CC(=O)O)cc12 | 97 | 7 | 0.5* | 91 | 99 | 196* | 67 | 66
Cc1nn(CC(=O)Nc2ccc(N(C)C)cc2)c(C)c1[N+](=O)[O-] | 105 | 21 | 0.0 | 98 | 107 | 112 | 111 | 104
COc1ccc(OC)c(-c2nnc3n2N=C(c2ccc(OC)c(OC4CCOC4)c2)CS3)c1 (configuration not stated) | 105 | 12 | 0.0 | 110 | 95 | 98 | 103 | 99
CC1=C(C(=O)OC(C)(C)C)C(c2cccs2)NC(=O)N1 (configuration not stated) | 91 | -2 | -0.2 | 103 | 100 | 97 | 94 | 102
CCOC(=O)c1c(NC(=O)COC(=O)c2ccccn2)sc(C)c1C | 96 | -2 | 0.1 | 90 | 89 | 99 | 91 | 93
CC(C)C(=O)Nc1cc(C(F)(F)F)ccc1N1CCOCC1 | 103 | 0 | 0.1 | 89 | 91 | 105 | 103 | 91
O=C(Nc1cccc([N+](=O)[O-])c1)C12CC3CC(C1)CC(n1cnc([N+](=O)[O-])n1)(C3)C2 | ? | 11 | -0.3 | 104 | ? | ? | ? | nt
Cc1cc(C)cc(-n2ncc3c2CCCC3NC(=O)C2CCC2)c1 (configuration not stated) | 122 | 2 | 0.0 | 98 | 107 | 109 | 124 | 105
COc1ccc(NC(=O)/C(Cl)=C(/Cl)S(=O)Cc2ccc(C)cc2)cn1 (configuration not stated) | 201* | -8 | -0.2 | 103 | 79 | 96 | 74 | 97
CCCCCCC(=O)c1c(C)[nH]c(C(=O)OCC)c1C | 101 | 4 | 0.2 | 111 | 101 | 96 | 94 | 101
COc1ccc(-c2nn(-c3ccccc3)cc2N)cc1 | 114 | 1 | 0.0 | 107 | 88 | 95 | 92 | 94
COc1cccc(C(C)NC(=O)Cc2cccs2)c1 (configuration not stated) | 102 | -2 | -0.1 | 100 | 100 | 109 | 100 | 99
O=C(CN1CCOCCOCCOCC1)Nc1ccccc1 | 101 | -1 | 0.0 | 83 | 105 | 102 | 103 | 100
Cc1ccc(S(=O)(=O)C2(C(=O)Nc3ccc(Br)cc3)CC2)cc1 | 124 | 4 | 0.0 | 93 | 89 | 101 | 92 | 99
Cc1cc(=O)oc2cc(OCC(=O)OCc3nnc(-c4ccccc4)o3)ccc12 | 104 | -2 | -0.1 | 90 | 104 | 106 | 102 | 98
O=[N+]([O-])c1ccc(/C=N/Nc2nc(N3CCCC3)nc(N3CCCC3)n2)o1 | 116 | 13 | -0.2 | 103 | 92 | 99 | 97 | 99
COc1cc(CC(=O)O)c([N+](=O)[O-])cc1OC | ? | 3 | 0.0 | 98 | ? | ? | ? | ?
CCCCC1CC(C)(C(=O)CSc2nc3ccccc3s2)OC1=O (configuration not stated) | 106 | 4 | -0.2 | 86 | 109 | 113 | 104 | 99
COC(=O)c1cccc(CSc2nc3ccccc3[nH]2)c1 | 95 | -9 | -0.2 | 89 | 106 | 104 | 98 | 100
COc1ccc(OCCN(C)C(=O)c2cccc(S(=O)(=O)N(C)c3ccccc3)c2)cc1 | 95 | 0 | 0.2 | 91 | 86 | 89 | 93 | 89
Cc1nn(Cc2ccc(C(=O)NN)cc2)c(C)c1Cl | 114 | 5 | 0.3 | 100 | 94 | 102 | 104 | 96
Clc1ccc(Oc2nnnn2-c2ccccc2)cc1 | 94 | -3 | -0.1 | 85 | 99 | 100 | 95 | 102
CCO[C@@H]1OC(C(=O)NC2CC2)=C[C@H](c2ccc(Br)cc2)[C@H]1CCCO | 102 | 5 | -0.1 | 97 | 98 | 91 | 90 | 96
O=C(Nc1ccc(Br)cc1C(=O)O)c1ccc2c(c1)C(=O)N(Cc1ccccc1)C2=O | 84 | 3 | -11 | nt | 100 | 97 | 89 | 95
Brc1ccccc1CN1CCC(Cc2ccccc2)CC1 | 94 | -1 | 0.0 | 102 | 106 | 104 | 101 | 101
O=C(NC1CCN(C(=O)Nc2ccccc2Cl)CC1)c1cccc(F)c1 | 85 | 0 | 0.0 | 106 | 90 | 117 | 15 | 90
O=C(COC(=O)Cc1ccc(Br)cc1)NC1CC1 | 98 | -1 | 0.2 | 109 | 100 | 104 | 108 | 107
OCC[C@H]1C[C@H](O)[C@@H](O)[C@]2(Cc3ccccc3CCO2)O1 | 116 | 0 | -0.1 | 97 | 91 | 84 | 86 | 94
Cc1cc[n+](-c2[nH]c(=O)sc2/C=N/N=C(\[O-])c2ccncc2)cc1C | 90 | 10 | -0.1 | 92 | 98 | 96 | 96 | 98
O=C(Nc1cccc(Cl)c1)C1=Cc2cc(Cl)ccc2OC1 | 92 | -3 | 0.0 | 98 | 102 | 99 | 90 | 91
Cc1ccccc1NC(=O)CN1C(=O)S/C(=C\c2cccn2-c2cccc(C(=O)O)c2)C1=O | 96 | 2 | 0.6 | 107 | 97 | 107 | 102 | nt
O=C(NCc1ccc2c(c1)OCO2)c1cc2n(n1)C(C(F)(F)F)CC(c1ccc3c(c1)OCO3)N2 (configuration not stated) | 92 | 5 | 0.0 | 95 | 91 | 95 | 102 | 95
CSC1=NC(C)(C)C=C(/C=C/c2ccc(Cl)cc2)N1 | 103 | 1 | -0.2 | 105 | 99 | 99 | 103 | 96
NC(=O)C(=O)N/N=C/c1c2ccccc2cc2ccccc12 | 111 | 44 | -0.2 | 106 | 108 | 106 | 110 | 113
O=C(COC(=O)CCN1C(=O)C2CC=CCC2C1=O)NCCc1ccccc1 (configuration not stated) | 90 | 3 | 0.2 | 98 | 96 | 94 | 96 | 95
CC(=O)c1cccc(CN2CCCC(C(=O)Nc3ccc(-c4ccco4)cc3)C2)c1 (configuration not stated) | 105 | 0 | 0.1 | 98 | 104 | 108 | 102 | 104
O=C(NCCc1ccccc1)C(NS(=O)(=O)c1cccc2nsnc12)c1ccccc1 (configuration not stated) | 98 | -2 | 0.1 | 91 | 104 | 105 | 105 | 103
CCC(C)(C)NC(=O)C(c1ccc(C)cc1)N(Cc1cccnc1)C(=O)c1csnn1 (configuration not stated) | 99 | 1 | -0.1 | 96 | 104 | 99 | 107 | 102
Cc1ccc2[nH]c(=O)c(CN(CCN3CCOCC3)C(=O)Nc3ccc(F)cc3)cc2c1 | 91 | 26 | 0.0 | 92 | 86 | 90 | nt | 87
COc1ccc(C(=O)N2CCN(S(=O)(=O)N3CCOCC3)CC2)cc1OC | 109 | -2 | -0.1 | 100 | 113 | 104 | 102 | 99
O=C(c1nnc(-c2ccc(Cl)cc2)o1)C1CCCC1 | 111 | 5 | 0.1 | 97 | 101 | 108 | 107 | 106
N#CC(=C=[N-])/C=C(\C(=O)c1ccccc1)[n+]1ccccc1 | 103 | 0 | -0.1 | 97 | 107 | 86 | 115 | 95
CSc1nc(N(C)C)c2ccccc2n1 | 99 | -2 | -0.2 | 111 | 100 | 108 | 107 | 103
Other entries.
SMILES | LAP4-GFP MLPCN | AHR act | Efflux pump inh | Yeast superoxide | CIT2 TOR yeast | MEP2 TOR yeast | AGP1 TOR yeast | RPL19A TOR yeast
COc1ccccc1N1CCN(C2CCCN(C(=O)c3cc(C4CC4)on3)C2)CC1 (configuration not stated) | 93 | 0 | 1.1 | 94 | 108 | 98 | 102 | 96
Cc1ccc2nsnc2c1NS(=O)(=O)c1c(C)ccc2nsnc12 | 96 | 2 | 0.1 | 111 | 95 | 98 | 98 | 99
CC(C)CC1NC(C(=O)O)Cc2c1[nH]c1ccccc21 (configuration not stated) | 96 | 6 | 0.1 | 100 | 95 | 108 | 96 | 101
COc1ccc(S(=O)(=O)N2CCOCC2)cc1NC(=O)COc1ccc2ccc(=O)oc2c1 | 98 | 2 | 0.0 | 87 | 109 | 109 | 106 | 105
O=C(CN1CCN(S(=O)(=O)c2cccc(Br)c2)CC1)NCCc1cccs1 | 82 | -2 | 0.2 | 81 | 80 | 87 | 84 | 91
COc1ccc2ccccc2c1/C=N/Nc1cccc(C(=O)O)c1 | 166* | 4 | -0.5 | 98 | 92 | 114 | 91 | 102
O=C1CCN(Cc2ccc([N+](=O)[O-])cc2)CCN1[C@H](CO)c1ccccc1 | 134 | 9 | 0.1 | 109 | 63 | 90 | 70 | 89
CC(C)(C)NC(=O)C1Cc2ccccc2CN1 (configuration not stated) | 98 | -2 | -0.1 | 99 | 97 | 100 | 96 | 99

Grouped by structure, those above with a Cl atom.
SMILES | LAP4-GFP MLPCN | AHR act | Efflux pump inh | Yeast superoxide | CIT2 TOR yeast | MEP2 TOR yeast | AGP1 TOR yeast | RPL19A TOR yeast
COc1ccc(/C(=N\O)c2ncc(C(F)(F)F)cc2Cl)cc1 | 87 | -2 | 0.1 | 114 | 95 | 94 | 90 | 88
Cc1cc2c(cc1S(=O)(=O)NCc1ccccc1Cl)OCCN2C | 106 | 2 | -0.3 | 85 | 93 | 101 | 97 | 94
COc1ccc(NC(=O)/C(Cl)=C(/Cl)S(=O)Cc2ccc(C)cc2)cn1 (configuration not stated) | 201* | -8 | -0.2 | 103 | 79 | 96 | 74 | 97
Cc1nn(Cc2ccc(C(=O)NN)cc2)c(C)c1Cl | 114 | 5 | 0.3 | 100 | 94 | 102 | 104 | 96
Clc1ccc(Oc2nnnn2-c2ccccc2)cc1 | 94 | -3 | -0.1 | 85 | 99 | 100 | 95 | 102
O=C(NC1CCN(C(=O)Nc2ccccc2Cl)CC1)c1cccc(F)c1 | 85 | 0 | 0.0 | 106 | 90 | 117 | 15 | 90
O=C(Nc1cccc(Cl)c1)C1=Cc2cc(Cl)ccc2OC1 | 92 | -3 | 0.0 | 98 | 102 | 99 | 90 | 91
CSC1=NC(C)(C)C=C(/C=C/c2ccc(Cl)cc2)N1 | 103 | 1 | -0.2 | 105 | 99 | 99 | 103 | 96
O=C(c1nnc(-c2ccc(Cl)cc2)o1)C1CCCC1 | 111 | 5 | 0.1 | 97 | 101 | 108 | 107 | 106
